CXCR6 inh = CXCR6 receptor inhibitors, primary screen, cell-based, beta-arrestin, luminescence, CHO-K1 PathHunter, 1536-well; hit rate 0.36% among 360,000; AID 602244, 2012; C-X-C chemokine receptor type 6 (Homo sapiens), O00574; inhibition, % at 20 µM; in the data active means inhibition above about 34%, passing the limit was not always enough;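 further: antagonist mode with CXCL16 agonist at 10 nM final; 0% = 10 nM CXCL16 with DMSO and 100% = unstimulated wells without agonist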
Target sequence (O00574 whole entry, looked up): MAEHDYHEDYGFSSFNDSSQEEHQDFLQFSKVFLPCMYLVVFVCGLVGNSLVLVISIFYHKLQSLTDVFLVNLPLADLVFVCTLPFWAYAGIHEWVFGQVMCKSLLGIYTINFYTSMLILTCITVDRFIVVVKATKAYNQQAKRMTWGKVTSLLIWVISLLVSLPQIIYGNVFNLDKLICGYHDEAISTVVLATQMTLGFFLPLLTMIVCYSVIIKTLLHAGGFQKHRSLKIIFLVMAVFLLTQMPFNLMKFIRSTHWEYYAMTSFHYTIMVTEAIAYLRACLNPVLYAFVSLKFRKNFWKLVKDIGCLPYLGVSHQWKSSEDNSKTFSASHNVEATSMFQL
Mdm2 MdmX PPI = inhibitors of human Mdm2-MdmX association, primary screen, cell-based, luminescence, split luciferase, SaOS-2, uHTS | inhibition, % at 8 µM | SaOS-2 split-luciferase Mdm2/MdmX complementation | hit rate 3% among 330,000;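 active means inhibition of at least 50% at 8 µM in the primary screen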
EBI2 block = EBI2 receptor antagonists, beta-arrestin recruitment, primary screen, cell-based, luminescence, 7a,25-OHC stimulation, uHTS; inhibition, % at 5 µM; AID 651636, 2012; 7a,25-OHC stimulated; hit rate 0.81% among 360,000; G-protein coupled receptor 183 (Homo sapiens), P32249; in the data active means inhibition above about 38%;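 further: enzyme fragment complementation signal reports receptor beta-arrestin coupling in cells; 0% = agonist plus DMSO wells and 100% = wells without agonist; some results beyond the cut were filed as inactive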
Target sequence (P32249 whole entry, looked up, the tested form may be a part): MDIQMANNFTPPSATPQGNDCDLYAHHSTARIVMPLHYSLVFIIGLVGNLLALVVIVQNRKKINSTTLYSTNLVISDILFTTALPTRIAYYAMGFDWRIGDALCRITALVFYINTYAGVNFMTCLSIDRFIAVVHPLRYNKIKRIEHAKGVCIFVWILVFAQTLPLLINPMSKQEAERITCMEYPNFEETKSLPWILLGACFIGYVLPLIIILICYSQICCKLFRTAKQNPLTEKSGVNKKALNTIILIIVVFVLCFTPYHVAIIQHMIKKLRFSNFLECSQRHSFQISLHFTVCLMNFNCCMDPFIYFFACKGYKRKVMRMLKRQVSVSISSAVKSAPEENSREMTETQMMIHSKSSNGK
UPR CHOP act = activators of apoptotic CHOP UPR arm, primary screen, cell-based, CHO-CHOP luciferase reporter, luminescence, uHTS; AID 449763, 2010; activation, % at 10 µM; UPR activation; percent of tunicamycin response over DMSO baseline; hit rate 0.34% among 330,000;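 active means at 10 µM dose, activation of 40% or more, normalized to positive control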;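 further: 100% = tunicamycin at 10 µg/mL and 0% = DMSO alone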
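Dosing – one dose, 10 µM in 0.5% DMSO · System – CHO-CHOP cells, stable luciferase reporter of PERK-eIF2a-CHOP signalling · Input – 500 cells/well · Control set – tunicamycin 10 µg/mL final as positive, DMSO-only wells as negative · Timing – 6 h compound treatment, 37 °C · Measure – % activation vs tunicamycin · Technique – luminescence read with Steady-Glo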
Jurkat NFkB inh = inhibitors of induced NF-kB luciferase reporter, primary screen, TCR NF-kB activation inhibitor project, cell-based, luminescence, uHTS. inhibition, % at 4 µM. hit rate 0.53% among 330,000. Jurkat, PMA/ionomycin-induced NF-kB luciferase reporter; in the data active means inhibition above about 50%
697 NFkB inh = inhibitors of PMA/ionomycin-induced NF-kB reporter, 697 cells, primary screen, B-cell NF-kB inhibitor project, cell-based, luminescence, uHTS; 697 B-cell NF-kB luciferase reporter, 16 h; hit rate 0.33% among 330,000; AID 435022, 2010; inhibition, % at 4 µM; in the data active means inhibition above about 35%
Gli-Sufu antag = Gli-Sufu pathway antagonists, primary screen, luciferase luminescence, Sufu-KO-LIGHT cells, uHTS. hit rate 0.74% among 340,000. inhibition, % at 5 µM. Sufu-KO-LIGHT fibroblasts, Gli luciferase reporter luminescence;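 active means inhibition above about 55%, limit read from the data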;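 further: 0% = DMSO-treated cells and 100% = wells with medium but no cells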
CCR6 antagonist = CCR6 receptor antagonists, primary screen, cell-based, CHO-K1, luminescence, beta-arrestin, uHTS; CHO-K1 CCR6 PathHunter beta-arrestin, CCL20-stimulated; inhibition, % at 20 µM; hit rate 0.49% among 340,000; AID 493098, 2011;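 active means compounds whose inhibition of the agonist-driven luminescence signal at 20 µM reaches about 50%, limit read from the data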;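 further: cells stimulated with CCL20 at 14 nM final; plate controls were DMSO with CCL20 for no effect and DMSO without agonist for full effect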
UPR XBP1 act = activators of adaptive XBP1 UPR arm, primary screen, cell-based, CHO-XBP1 luciferase reporter, luminescence, uHTS. hit rate 0.33% among 330,000. activation, % at 20 µM. IRE1-XBP1 UPR activation; percent of tunicamycin response, DMSO as zero;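 active means versus positive control, 20 µM dose yields 30% or more activation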;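 further: 100% = tunicamycin at 10 µg/mL and 0% = DMSO only wells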
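Material: CHO cell line with stable XBP1 luciferase reporter; schedule: 16-18 h cell attachment at 37 °C, then 6 h compound exposure; signal: glow luminescence from Steady-Glo reagent; medium: serum-containing F12 medium, 10% FBS; benchmarks: tunicamycin 10 µg/mL and vehicle-only wells; read-out: percent activation relative to tunicamycin reference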
* marks the source's active call; other numbers are inactive results; nt = not tested or not shown.

SMILES	CXCR6 inh	Mdm2 MdmX PPI	EBI2 block	UPR CHOP act	Jurkat NFkB inh	697 NFkB inh	Gli-Sufu antag	CCR6 antagonist	UPR XBP1 act
COc1ccc(-n2c(=O)c3c4c(sc3n(CC(=O)Nc3cc(C)[nH]n3)c2=O)CCC4)c(OC)c1	7	-2	-10	4.5	12	-5	5	-8	-3
CC1=C(C)CC(C(=O)N2CCN(C/C=C/c3ccccc3)CC2)C(C(=O)O)C1 (stereo unspecified)	-5	-8	-4	0.3	1	11	3	2	-2
Fc1ccccc1N1CCN(C(c2cccs2)c2nnnn2CCc2ccccc2)CC1 (stereo unspecified)	11	20	19	-2.0	-3	-13	15	20	0
CCOC(=O)c1ccc(NC(=O)CN2C(=O)C(CC)SC(CC)C2=O)cc1 (stereo unspecified)	2	-12	10	2.6	1	-25	6	3	-1
OC1(Cc2ccccc2)CCNCC1	1	11	2	0.2	-2	-7	-18	3	5
COC(=O)c1c(NC(=O)CCN2CCOCC2)sc2c1CCCC2	4	2	-1	0.6	-9	4	7	5	1
CC(C)CC(=O)N1CCC(O)(CS(=O)(=O)Cc2ccc(Cl)cc2)CC1	2	-12	4	0.3	-1	-9	5	3	-1
c1ccc2[nH]c(CCCCc3nc4ccccc4[nH]3)nc2c1	-4	9	13	-2.3	-33	-24	15	6	-2
O=C(NNC(=O)c1cccnc1)Nc1ccc(Cl)c(Cl)c1	-15	11	-25	0.7	-6	13	-1	3	-1
Cc1cccc(NC(=S)N2CCN(C(=O)c3ccco3)CC2)c1C	-1	5	-10	1.4	-19	-2	-8	5	-1
CCOC(=O)CCNC(=O)N1CCCC(N(C)CCc2ccc(OC)c(OC)c2)C1 (stereo unspecified)	-17	-2	6	-0.7	5	-7	0	-3	-2
CC1CCCC2(C1)NC(=S)c1c(sc3c1CCCC3)N2 (stereo unspecified)	-2	0	0	-0.8	-17	-10	8	36	-2
COc1ccc(NC(=O)C2CCCN(S(=O)(=O)c3c(C)n[nH]c3C)C2)c(OC)c1 (stereo unspecified)	-1	-16	-3	-0.6	6	20	-6	3	-2
CC(C)(C)n1cc(S(=O)(=O)c2ccccc2)[nH]c1=O	7	12	-4	-0.3	-3	-1	4	-3	-2
O=C(NCc1ccncc1)c1cccc(F)c1	0	20	-12	-1.0	-2	8	3	8	1
Cc1ccc2c(c1)N(C(=O)CCC(=O)N1CCC(C(N)=O)CC1)CC(C)O2 (stereo unspecified)	6	11	0	-2.2	1	9	-17	18	-2
CSc1n[nH]c(/N=C/c2oc(O)c3ccccc23)n1	2	7	-1	-1.6	9	3	nt	15	-1
CC1CCN(C(=O)C2CCN(S(=O)(=O)c3cccc4cccnc34)CC2)CC1	13	-1	-10	-0.1	-3	4	19	19	-2
COc1ccc(CCNc2oc(COc3ccc(Br)cc3)nc2C#N)cc1OC	-6	31	16	1.9	8	8	-1	0	-5
O=C(NN=Cc1ccccc1O)c1cccc([N+](=O)[O-])c1	-2	nt	8	nt	nt	nt	36	7	nt
COC(=O)c1ccc2c(=O)n(CCCCCC(=O)N3CCN(c4ccccc4)CC3)c(=O)[nH]c2c1	2	18	-20	-5.7	-4	-21	8	-10	-4
COC(=O)C(C)n1nnc2sc(-c3ccccc3)cc2c1=O (stereo unspecified)	7	35	-1	2.3	-22	-34	-6	9	-2
O=C(O)c1ccc(S(=O)(=O)NC2CCCc3ccccc32)cc1 (stereo unspecified)	-3	10	1	-2.2	6	13	-7	13	-7
CN(C(=O)CN1C(=O)S/C(=C\c2ccc(Cl)cc2)C1=O)C1CCS(=O)(=O)C1 (stereo unspecified)	-8	12	-7	-1.1	-12	-13	-6	2	0
Cc1nc(-c2ccc(NC(=O)C3CC3)cc2)cs1	-3	-10	0	5.8	-71	-59	-40	1	-3
(more compounds)
SMILES	CXCR6 inh	Mdm2 MdmX PPI	EBI2 block	UPR CHOP act	Jurkat NFkB inh	697 NFkB inh	Gli-Sufu antag	CCR6 antagonist	UPR XBP1 act
O=C(O)c1cccc(Nc2nc(C(F)(F)F)nc3ccccc23)c1	6	15	1	0.2	-5	26	-3	8	-2
CCC(C)[C@H](NC(=O)C1(c2ccccc2)CCN(C(=O)OC(C)(C)C)CC1)C(=O)N[C@@H](C(=O)O)c1ccccc1 (stereo partly specified)	-2	14	-11	-0.5	-7	2	5	-12	-4
Cc1cccc(N)c1-c1c(C)cccc1N	-3	26	3	5.3	13	18	5	-1	2
COc1ccc(C(=O)Nc2ccc(Cl)cc2C(=O)N2CCCC(C)C2)cc1 (stereo unspecified)	-4	-4	6	0.7	-3	-2	3	5	0
Cc1ccc2nc(COc3ccc(N(C)S(=O)(=O)c4ccccc4)cc3)cc(=O)n2c1	-4	-4	11	-2.2	11	1	-23	13	0
COc1ccc(NC(=O)CSc2nc3ccccc3c(=O)[nH]2)cc1S(N)(=O)=O	-5	3	-7	-0.3	2	-2	57*	-2	0
COc1ccc(C(CC(=O)N2CCCCC2)c2c(OC)cc(OC)c3ccc(=O)oc23)cc1 (stereo unspecified)	5	-6	-3	0.9	1	13	10	12	0
CNC(=S)N(CCc1c(C)[nH]c2ccc(C)cc12)Cc1cc(OC)c(OC)c(OC)c1	2	21	6	1.9	4	0	6	12	-3
N#Cc1cc(S(=O)(=O)c2ccc(F)cc2)c(N)[nH]c1=O	-8	-3	-17	0.0	6	14	0	14	3
COc1cc2c(cc1OC)CN(C(=O)c1ccc(S(=O)(=O)N3CCCCC3)cc1)CC2	-4	30	1	0.4	6	4	4	12	-4
N#CC1=C2SCN(c3ccccc3)CN2C(=O)CC1c1cccs1 (stereo unspecified)	4	9	2	0.0	-1	5	27	14	-3
CN(C(=O)c1cccc(NC(=O)Cc2cccc(NC(=O)C3CCN(C(=O)CCc4ccccc4)CC3)c2)c1)C1CC1	2	nt	0	nt	nt	nt	14	-5	nt
COc1ccccc1N(C(=O)c1snc(C(N)=O)c1N)C(C(=O)NCc1ccccc1)c1ccc(C)o1 (stereo unspecified)	8	18	2	0.2	16	15	3	10	0
Cc1ccc(N/N=C2/CCCNC2=O)cc1	5	-15	7	2.5	-1	-4	-11	24	2
N#CC1=C(N)NC(SCC(=O)Nc2ccccc2)=C(C#N)C12CCCC2	6	13	7	0.3	3	-3	1	8	-2
CC(C)(C)c1ccc(C(=O)NCc2nnc(SCC(=O)NCc3ccco3)o2)cc1	1	22	-1	0.3	3	-7	-10	6	-1
CN(C)CCCNC(CC(=O)Nc1cccc([N+](=O)[O-])c1)C(=O)O (stereo unspecified)	5	21	-22	-1.7	-6	20	-8	0	-3
O=[N+]([O-])c1cc(C(F)(F)F)ccc1NCCc1c[nH]c2ccccc12	6	20	10	2.3	23	-32	4	32	3
CC1(C)CC(=O)C=C(Nc2ccc(Cl)cc2)C1	4	5	-6	2.5	9	10	9	3	-1
COc1ccc(CC(=O)n2nc(-c3cccnc3)nc2N)cc1	0	12	-23	1.0	-5	0	1	-6	-1
COC(=O)c1c(NC(=O)COC(=O)c2ccc(C)s2)sc2c1CCCCC2	14	52*	-9	-0.3	-16	-17	0	10	2
COC(=O)C1=C(C)NC2=C(C(=O)CC(C)(C)C2)C1c1cccc(C)n1 (stereo unspecified)	-9	-11	-8	0.5	13	6	1	-4	0
CCN(CC)CCOc1c(C)cccc1Cl	0	-13	5	0.8	13	5	-6	0	-3
Cn1cc(CCC(=O)NCc2cccc(Cl)c2)c2ccccc21	5	18	18	-0.3	-4	-10	-4	8	-6
COc1ccc2c(c1)c1ncn(CCCN3CCOCC3)c(=O)c1n2C	0	25	-7	1.6	-12	0	2	3	1
NS(=O)(=O)c1ccc(N/N=C/c2ccncc2)cc1	-10	-5	-3	0.5	-7	11	10	-4	1
CCOc1ccc(NC(=O)CC2NCCNC2=O)cc1 (stereo unspecified)	1	40	-1	0.3	-8	-11	-8	4	4
O=C(N/N=C/c1ccco1)C1CC1c1ccccc1 (stereo unspecified)	-5	-20	-6	0.1	7	12	6	-20	0
CCOc1ccc(CCNC(=O)c2cc(=O)[nH]c3ccc(S(=O)(=O)N(CC)CC)cc23)cc1OCC	-4	10	-5	2.6	15	4	-3	15	-3

Assay outcomes: PubChem BioAssay, Sanford-Burnham Center for Chemical Genomics
